MrgX1 antag: blocks BAM8-22 activation of human MrgX1 receptor; Q96LB2; AID 588676; MRGX1-HEK293 calcium flux, Fluo-4, BAM8-22 antagonism; stronger effect = lower value; hit rate 1.3% among 310,000; B-score at 10 µM;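 active = calcium-response B-score plate-corrected more than 3 library SD below zero, starting fluorescence within 5 deviations, no agonist response on first addition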;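 also: peak minus trough fluorescence over baseline after final BAM8-22 challenge near maximal dose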
HIF act: HIF pathway transcriptional activation; U2OS HRE-luciferase reporter, luminescence; normalized: DMSO 0%, desferrioxamine 100%; activation, % at 7.5 µM (by protocol); hit rate 0.32% among 300,000; AID 1910;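 active = mean activation of at least 10% of the iron chelator positive control signal, with at least half of replicates also reaching 10%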
KLF5 inh: suppresses KLF5 promoter-driven expression; DLD-1 KLF5 promoter-luciferase reporter, luminescence; inhibition, % at 5 µM; hit rate 0.23% among 290,000; AID 1700;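 active = inhibition above a per-plate limit of that plate's mean compound inhibition plus 3 SD, cut at about 60% in these data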;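 also: 0% = DMSO wells and 100% = LY294002 at 200 µM; higher means less KLF5 promoter-driven luciferase light; inactives centre near -14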
TRPC6 inhibitor: mouse TRPC6 channel inhibition; hit rate 1.1% among 310,000; HEK293-TRPC6, membrane potential dye, ACh-evoked depolarization; stronger effect = lower value; Q61143; B-score at 10 µM;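 active = B-score under library mean minus 3 SD, initial fluorescence not abnormally high, positive integrated signal ratio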;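 also: B-score derived from integrated fluorescence ratio over the kinetic read; more negative B-score means stronger inhibition of depolarization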
Target sequence (Q61143 whole entry, looked up): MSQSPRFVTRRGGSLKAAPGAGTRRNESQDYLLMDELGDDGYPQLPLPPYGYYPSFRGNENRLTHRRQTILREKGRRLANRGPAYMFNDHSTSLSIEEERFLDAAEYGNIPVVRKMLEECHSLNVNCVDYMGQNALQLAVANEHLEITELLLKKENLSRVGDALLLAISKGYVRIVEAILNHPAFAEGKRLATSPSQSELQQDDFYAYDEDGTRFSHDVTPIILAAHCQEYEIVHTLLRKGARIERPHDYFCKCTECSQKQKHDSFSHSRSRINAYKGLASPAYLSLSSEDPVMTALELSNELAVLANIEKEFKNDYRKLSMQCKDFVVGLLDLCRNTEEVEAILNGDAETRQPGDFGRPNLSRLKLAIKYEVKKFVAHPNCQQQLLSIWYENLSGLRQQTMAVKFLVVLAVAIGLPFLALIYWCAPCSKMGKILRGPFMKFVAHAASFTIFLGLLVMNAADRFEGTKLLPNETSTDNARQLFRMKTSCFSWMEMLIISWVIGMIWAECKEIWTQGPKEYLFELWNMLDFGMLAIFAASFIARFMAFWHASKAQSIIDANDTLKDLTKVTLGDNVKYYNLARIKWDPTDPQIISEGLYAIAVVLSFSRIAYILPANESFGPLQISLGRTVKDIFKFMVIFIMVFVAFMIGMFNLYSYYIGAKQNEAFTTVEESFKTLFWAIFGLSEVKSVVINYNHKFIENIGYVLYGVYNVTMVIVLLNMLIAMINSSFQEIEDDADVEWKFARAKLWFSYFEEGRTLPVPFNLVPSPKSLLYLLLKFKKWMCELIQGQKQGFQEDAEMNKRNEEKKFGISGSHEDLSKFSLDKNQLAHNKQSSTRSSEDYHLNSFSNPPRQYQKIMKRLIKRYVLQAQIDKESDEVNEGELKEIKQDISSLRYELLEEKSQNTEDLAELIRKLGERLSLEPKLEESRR
IEC-6 tox: counter-screen for KLF5 inhibitors: cytotoxicity in IEC-6 cells; IEC-6 cytotoxicity, luminescence viability; inhibition, % at 5 µM; hit rate 0.78% among 290,000; in the data active = inhibition above about 22%;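 also: 0% = plate median of test compound wells and 100% = cytotoxic reference compound wells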
aSyn 5UTR inh: MLPCN primary screen, SNCA 5' untranslated region; inhibition, % (tested at 7.5 µM); AID 1813; hit rate 0.82% among 300,000; alpha-synuclein 5'UTR reporter, inhibitor activity; in the data active = inhibition above about 60%;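 also: H4 neuroglioblastoma cells stably carrying SNCA 5'UTR luciferase fusion; 0% = DMSO wells and 100% = positive control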
TRPC4 agonist: TRPC4 (mouse) channel activation | Q9QUQ5 | HEK293 TRPC4beta/mu-opioid, Fluo4 calcium fluorescence; stronger effect = higher value | hit rate 0.49% among 310,000 | B-score at 10 µM;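 active = B-score above 5 SD of library B-scores, and initial fluorescence ratio not above library mean plus 5 SD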;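 also: positive B-score marks a calcium rise read as TRPC4 activation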
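System – HEK293 cells stably co-expressing mouse TRPC4beta and mu-opioid receptor · Signal – Fluo4 calcium-sensitive dye fluorescence, kinetic, 1 Hz baseline · Benchmarks – buffer (low) and maximal DAMGO (high) · Read-out – B score of integrated fluorescence ratio per well · Incubation – dye loading 45 min room temperature, 110 s kinetic read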
SKKanGAS inh: SKKanGAS growth inhibition | S. pyogenes SKKanGAS, kanamycin growth, BacTiter-Glo, 6 h | inhibition, % at 7.5 µM | hit rate 1.3% among 300,000 | AID 1662;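 active = mean replicate score, as percent of positive control median, at least 50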;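 also: strain carries kanamycin resistance gene driven by streptokinase promoter and grows in 40 µg/ml kanamycin; loss of luminescence reflects streptokinase promoter inhibition or plain growth inhibition; 0% = median of DMSO wells and 100% = positive control at its reference dose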
TRPC4 PAM: TRPC4 (mouse) allosteric potentiation; B-score at 10 µM; Q9QUQ5; HEK293 TRPC4beta/mu-opioid, DAMGO EC20, Fluo-4 Ca2+ flux; stronger effect = higher value; AID 2227; hit rate 0.42% among 310,000;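 active = B-score of calcium response area above 5 SD of library B-scores, with initial fluorescence ratio within 5 SD of library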;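 also: B-score of integrated fluorescence ratio over time as area under calcium response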
TRPC4 inh: TRPC4 (mouse) channel inhibition; hit rate 0.39% among 300,000; B-score at 10 µM; Q9QUQ5; HEK293 TRPC4beta/mu-opioid, DAMGO-evoked Fluo4 calcium flux; stronger effect = lower value; AID 2247;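 active = B-score over 3 SD under the library average, no early fluorescence shift, positive overall ratio signal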
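Assay system: HEK293 cells with stable TRPC4beta plus mu-opioid receptor expression. Dosing: single dose. Measured by: Fluo4 Ca2+ flux fluorescence. Also added: DAMGO in two steps, submaximal then maximal. Read-out: B score from integrated Fluo4 fluorescence ratio.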
TRPC6 activator: mouse TRPC6 channel activation | Q61143 | HEK293-TRPC6 membrane potential dye fluorescence; stronger effect = higher value | B-score at 10 µM | hit rate 0.13% among 310,000 | AID 2550;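 active = B-score of the integrated fluorescence ratio above library mean plus 3 SD, and starting fluorescence ratio within library mean plus 5 SD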;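 also: higher score means more depolarization so channel activation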
An asterisk follows results filed as active; i = inactive; / = no result given.

SMILES	MrgX1 antag	HIF act	KLF5 inh	TRPC6 inhibitor	IEC-6 tox	aSyn 5UTR inh	TRPC4 agonist	SKKanGAS inh	TRPC4 PAM	TRPC4 inh	TRPC6 activator
Cc1cc(C)nc(Nc2ccc(O)cc2)n1	i	-2.7	-66	i	-5	-18	i	-3	i	i	i
COC(=O)c1c(C)nc2ccccc2c1-c1ccccc1	i	-0.2	-12	i	-1	34	i	-4	i	i	i
O=C(NC1CCCC1)c1csc2c1CCCC2	i	0.2	-34	i	1	5	i	4	i	i	i
C=C1CN(Cc2ccccc2)S(=O)(=O)c2ccccc21	i	-0.9	/	i	/	21	i	2	i	i	i
CCOC(=O)COc1nc2c(c(-c3ccco3)c1C#N)CCc1ccccc1-2	i	-0.4	13	i	3	13	i	5	i	i	i
CC(C)c1ccc(C2/C(=C(\O)c3ccc4c(c3)OCCO4)C(=O)C(=O)N2CCN2CCOCC2)cc1 (stereo not drawn)	i	0.7	-27	i	-5	-3	i	2	i	i	i
CCOc1cc(NC(=O)c2ccco2)c(OCC)cc1NC(=O)Cc1ccc(OC)c(OC)c1	i	-0.6	-11	i	5	34	i	5	i	i	i
CCOc1ccc(Cn2nnc(C(=O)NCCc3ccc(Cl)cc3)c2N)cc1	i	-0.2	-6	i	-3	15	i	-8	i	i	i
O=C(CN1CCCCC1)NC(=O)NC1CCCC1	i	0.5	-12	i	-1	3	i	-12	i	i	i
Cc1cnc(NC(=O)C2CC(=O)N(c3cccc(Cl)c3)C2)s1 (stereo not drawn)	i	-1.3	59	i	73*	17	i	9	i	i	i
O=c1cc(Nc2ccc3c(c2)OCO3)[nH]c(=O)n1-c1ccc(Br)cc1	i	0.3	-6	i	3	-3	i	5	i	i	i
CCCCNC(=O)C1C2C=CC(C2)C1C(=O)O (stereo not drawn)	i	-0.2	7	i	-8	4	i	-6	i	i	i
COc1ccc(NC(=S)NCc2cccs2)cc1OC	i	0.4	-6	i	3	-5	i	-11	i	i	i
CCN(CC)CCNC(=O)c1cn(CCOC)c(=O)c2c1c1ccccc1n2C	i	0.3	-13	i	6	-13	i	-6	i	i	i
O=C1Nc2ccccc2C(=O)N2[C@H](c3ccc(F)cc3)[C@@H]3C(=O)N(Cc4ccccc4)C(=O)[C@@H]3[C@H]12	i	-0.4	-2	i	-3	-9	i	-5	i	i	i
O=C1CSC(=Nc2ccccc2Cl)N1	i	0.2	-28	i	1	-43	i	-5	i	i	i
CCCCCCCNC(=O)C1(CC2CC(c3ccc(Cl)cc3)=NO2)CCN(C(=O)C2CCCC2)CC1 (stereo not drawn)	i	-0.2	-9	i	3	12	i	27	i	i	i
CCN(CC)CCn1c(=N)n(CC(O)c2ccc(OC)c(OC)c2)c2ccccc21 (stereo not drawn)	i	-0.2	-16	i	-1	-12	i	-10	i	i	i
O=C(CCNS(=O)(=O)c1cccc2nsnc12)NCc1ccc(F)cc1	i	-0.2	-40	i	-1	20	i	1	i	i	i
O=C(Nn1cnc2ccccc2c1=O)C1CCCCC1	-7.5*	/	-22	i	-4	12	i	6	i	i	i
COc1ccc(C)cc1NC(=O)n1ncc2cc(Cl)ccc21	i	-2.6	3	i	1	24	i	13	i	i	i
c1ccc(CCn2nnnc2C(c2cccnc2)N2CCN(c3ccccc3)CC2)cc1 (stereo not drawn)	i	0.0	-5	i	1	22	i	0	i	i	i
CC1CCN(CCCCOc2ccccc2-c2ccccc2)CC1	i	-0.3	-13	i	4	-8	i	-2	i	i	i
COc1ccc2nc(NC(=O)CSc3nnc4n3C(C)(C)Cc3ccccc3-4)sc2c1	i	-0.2	-4	i	-2	15	i	-12	i	i	i
CCOC(=O)C1CCCN(C(=O)c2c(-c3ccccc3Cl)noc2C)C1 (stereo not drawn)	i	-0.3	-18	i	1	-28	i	-9	i	i	i
O=c1ccc(-c2ccc(S(=O)(=O)Nc3ccc(F)cc3)o2)n[nH]1	i	-0.1	-14	i	-3	-8	i	2	i	i	i
COc1ccc(C(=O)N/C(=C\c2cn(C)c3ccccc23)C(=O)NCCCn2ccnc2)cc1	i	-0.7	-9	i	-4	16	i	-3	i	i	i
O=C(N/C(=C\c1ccc2c(c1)OCO2)C(=O)N1CCOCC1)c1cccs1	i	-0.3	-33	i	4	23	i	3	i	i	i
CCN(CC)CCCOC(=O)C1(c2ccccc2)CCCC1	i	-0.8	-41	-9.1*	-3	25	i	-18	i	i	i
CCS(=O)(=O)c1nc(S(=O)(=O)c2ccc(C)cc2)c(N2CCCC2)s1	i	-0.8	-8	i	6	11	i	2	i	i	i
CCN(CC)C(=O)Cn1cc(C(=O)C(=O)NCc2cccs2)c2ccccc21	i	/	-29	i	-9	/	i	/	i	i	i
COc1ccccc1NC(=O)c1cnc(SC)nc1	i	-0.9	-38	i	-2	-39	i	-1	i	i	i
CCOC(=O)c1sc(NC(=O)CSc2nnc(C)s2)c(C(=O)OCC)c1C	i	0.1	-30	i	0	22	i	/	i	i	i
CCOC(=O)c1c(S(=O)(=O)Nc2cccc(-c3ccno3)c2)c(C)n(C)c1C	i	0.2	-4	i	-1	16	i	2	i	i	i
COc1ccc(N2CCN(C3CC(=O)N(c4ccc5c(c4)OCCO5)C3=O)CC2)cc1 (stereo not drawn)	i	0.0	-12	i	0	2	i	5	i	i	i
COc1ccc(OCC(O)CNC(=O)Nc2ccc(Cl)cc2)cc1 (stereo not drawn)	i	0.0	7	i	0	27	i	-5	i	i	i
O=C(NCc1cccnc1)NC1CCCN1S(=O)(=O)c1ccc(Cl)cc1 (stereo not drawn)	i	-0.3	-15	i	-4	6	i	-4	i	i	i
Cc1ccccc1C(=O)N(Cc1cccs1)C1CCS(=O)(=O)C1 (stereo not drawn)	i	0.5	-17	i	-4	-9	i	1	i	i	i
CCCCNC(=O)c1onc(CSc2cccc(C)c2)c1C(=O)O	i	-0.6	-11	i	0	18	i	11	i	i	i
COc1ccc(NC(=S)Nc2ccc(F)cc2)c(OC)c1	i	-0.5	0	i	6	-15	i	-3	i	i	i
O=C(Cc1ccc(S(=O)(=O)N2CCOCC2)s1)Nc1cc(C(F)(F)F)ccc1N1CCCC1	i	-3.4	/	i	/	-9	i	4	i	i	i
O=C(O)CCN(Cc1ccccc1)S(=O)(=O)c1ccccc1Cl	/	0.6	-17	i	3	27	i	-3	i	i	i
CCOc1ccc(-c2c(C(=O)N/N=C/c3cccnc3)nnn2-c2nonc2N)cc1	i	25*	-27	i	0	12	i	-2	i	i	i
O=C(CSc1nnc(-c2ccc(O)cc2)n1Cc1ccco1)c1ccccc1	i	-0.2	-12	i	2	3	i	-4	i	i	i
COC(=O)C1CCN(S(=O)(=O)Cc2ccccc2Cl)CC1	i	-15	-40	i	5	10	i	-1	i	i	i
COc1ccc(Nc2sc(C(=O)Nc3cccc(Cl)c3)c(N)c2C(=O)Nc2ccccc2OC)cc1	i	0.1	-5	i	2	-67	i	33	i	i	i
COc1ccc(C(C)=O)cc1COC(=O)c1cnc(C)cn1	i	0.0	10	i	1	14	i	-1	i	i	i
O=C(NC(=S)NNC(=O)c1ccccc1[N+](=O)[O-])c1ccccc1	i	0.1	-24	i	-3	7	i	24	i	i	i

A different layout for 2 compounds above.
COc1ccc(Nc2sc(C(=O)Nc3cccc(Cl)c3)c(N)c2C(=O)Nc2ccccc2OC)cc1
  MrgX1 antag: i	HIF act: 0.1	KLF5 inh: -5	TRPC6 inhibitor: i	IEC-6 tox: 2	aSyn 5UTR inh: -67	TRPC4 agonist: i	SKKanGAS inh: 33	TRPC4 PAM: i	TRPC4 inh: i	TRPC6 activator: i
COc1ccc(C(C)=O)cc1COC(=O)c1cnc(C)cn1
  MrgX1 antag: i	HIF act: 0.0	KLF5 inh: 10	TRPC6 inhibitor: i	IEC-6 tox: 1	aSyn 5UTR inh: 14	TRPC4 agonist: i	SKKanGAS inh: -1	TRPC4 PAM: i	TRPC4 inh: i	TRPC6 activator: i

Remaining list, next part.
SMILES	MrgX1 antag	HIF act	KLF5 inh	TRPC6 inhibitor	IEC-6 tox	aSyn 5UTR inh	TRPC4 agonist	SKKanGAS inh	TRPC4 PAM	TRPC4 inh	TRPC6 activator
CC(C)c1nnc(NC(=O)CCC(=O)N2CCN(c3cccc(Cl)c3)CC2)s1	i	0.0	-28	i	-4	-25	i	11	i	i	i
COc1ccccc1CCc1nnc(CCC(=O)N(C)Cc2cccc3cnccc23)o1	i	3.4	-98	i	-3	-131	i	-9	i	i	i
Cc1ccc(NC(=O)c2c(C(F)(F)F)nn(C)c2SCc2cccc(C(F)(F)F)c2)cc1C	i	1.1	8	i	12	-102	i	11	i	i	i
O=C(COC(=O)Cc1ccccc1[N+](=O)[O-])NCc1ccccc1Cl	i	-0.4	-38	i	6	-4	i	3	i	i	i
CCOC(=O)c1c(-c2ccccc2)csc1NC(=O)C(C)NCCCN1CCOCC1 (stereo not drawn)	i	0.1	-20	i	0	2	i	-1	i	i	i
O=C(Cc1ccccc1F)Nc1cc(Cl)ccc1N1CCCC1	i	0.3	-15	i	-6	15	i	5	i	i	i
CC(C)N(C)CCOC(=O)c1ccc2c(c1)OCCO2	i	0.6	-19	i	-3	-6	i	0	i	i	i
O=C(NCCCN1CCCC1=O)c1c(O)nc2sccn2c1=O	i	0.4	/	i	/	-7	i	-4	i	i	i
O=C(O)c1ccccc1-n1cccc1C(=O)O	i	-0.6	-13	i	-2	-15	i	6	i	i	i
O=C(NCc1ccccc1)N1CCN(c2ccccc2F)CC1	i	0.0	-29	i	-1	-9	i	4	i	i	i
O=C1c2cccc3cccc(c23)C(=O)N1c1ccc(O)cc1	i	-0.6	-27	i	-5	19	i	0	i	i	i
Cc1ccccc1-c1ccc(CN2CCN(C)C(CCO)C2)cc1 (stereo not drawn)	i	1.0	-18	i	4	-30	i	-1	i	i	i
O=C(NN1C(=O)c2ccccc2NC1c1cccnc1)c1ccccc1 (stereo not drawn)	i	-0.5	-3	i	-2	-11	i	2	i	i	i
CCOP(=O)(c1ccccc1)c1nc(-c2ccccc2C)oc1NCc1ccccc1 (stereo not drawn)	i	-0.5	-1	i	0	33	i	22	i	i	i
Cc1ccc(Cn2ccc(NC(=O)c3cc(-c4ccccc4)on3)n2)cc1	i	-0.1	-13	i	-2	-11	i	-12	i	i	i
CC(=O)OCC1OC(c2ccccc2)C(OC(C)=O)C(OC(C)=O)C1OC(C)=O (stereo not drawn)	i	-0.2	-16	i	-2	13	i	4	i	i	i
CN1CCN(C2CCCCC2NS(=O)(=O)c2ccc(Cl)cc2)CC1 (stereo not drawn)	i	/	-4	i	9	-22	i	3	i	i	i
O=C(COc1cccc2cccnc12)NCC(F)(F)F	i	0.0	-13	i	7	15	i	2	i	i	i
